# HCV inhibitor – qHTS Assay for Inhibitors of Hepatitis C Virus (HCV). AID 651820, 2012. Huh7.5.1 HCVcc-Cre infection, luciferase reporter, 44 h. 340,000 tested, 3.4% active. Potency, µM (doses to about 41.8 µM), inactives show top-dose activity change, negative = inhibition, hits mostly inhibitors; also: potency is read from the fitted curve at half-maximal effect; % is scaled to controls: 0 for no effect and ±100 for the full control effect
#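 Antiviral activity was scored by luciferase reporter output from cells infected with HCVcc-Cre (~0.5 moi) in presence of compound, 44 h infection period, cells seeded 1,000/well 4 h prior.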
# Tb PYK inh – qHTS of Trypanosoma Brucei Inhibitors | TbPYK enzyme, Kinase-Glo Plus ATP luminescence, 45 min | Potency, µM (highest dose often 76.8 µM), inactives show at the top dose activity, negative = inhibition, actives largely listed as inhibitors | 410,000 tested, 0.12% active | pyruvate kinase (Trypanosoma brucei), Q57TT1; also: potency is read from the fitted curve at half-maximal effect; % is scaled to controls: 0 for no effect and ±100 for the full control effect; nearly all actives have a fitted effect of over 50% in size
#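 Enzyme and substrate buffer are dispensed first and compound is pin-transferred. ADP at 130 uM final then starts the reaction, which runs 45 min at room temperature. Detection reagent is added for 10 min before luminescence is imaged.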
# CHX counter – Cycloheximide Counterscreen for Small Molecule Inhibitors of Shiga Toxin. cell reporter, cycloheximide protein synthesis inhibition counterscreen. 300,000 tested, 12% active. max response, %; in the data active = max response mostly above about 13%, no sharp cut-off; inactive = mostly below about 14%; also: read at 38.3 µM for the half of the compounds with a filed dose; 0% is about no effect
# LmPK inhibitor – qHTS Assay for Inhibitors of Leishmania Mexicana Pyruvate Kinase (LmPK). Q27686. purified LmPK, Kinase-Glo ATP luminescence, 1 h. Potency, µM (highest dose often 57.5 µM), for inactives: at the highest dose activity change, negative = inhibition, actives largely listed as inhibitors. 290,000 tested, 0.37% active; also: potency is read from the fitted curve at half-maximal effect; % is scaled to controls: 0 for no effect and ±100 for the full control effect
# Target sequence (Q27686 whole entry, looked up): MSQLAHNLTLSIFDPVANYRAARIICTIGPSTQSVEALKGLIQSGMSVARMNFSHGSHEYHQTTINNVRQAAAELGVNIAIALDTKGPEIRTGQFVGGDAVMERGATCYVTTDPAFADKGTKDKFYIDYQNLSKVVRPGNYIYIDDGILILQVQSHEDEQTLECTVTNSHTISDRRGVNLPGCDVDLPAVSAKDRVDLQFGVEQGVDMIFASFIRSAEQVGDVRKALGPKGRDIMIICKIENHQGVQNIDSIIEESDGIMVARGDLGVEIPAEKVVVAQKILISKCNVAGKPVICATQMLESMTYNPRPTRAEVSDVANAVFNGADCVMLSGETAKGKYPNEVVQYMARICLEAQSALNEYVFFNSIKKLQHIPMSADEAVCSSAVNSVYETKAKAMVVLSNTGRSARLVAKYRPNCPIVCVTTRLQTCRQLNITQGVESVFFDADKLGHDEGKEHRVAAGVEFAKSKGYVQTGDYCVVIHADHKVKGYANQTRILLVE
#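 Screened at intermediate enzyme activity to detect both inhibitors and activators: LmPK at 0.1 nM, with a 0.5 nM enzyme column as activation reference. PEP 0.5 mM, ADP 0.1 mM; ATP detected by luminescence after 1 h.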
# Pf growth 48h – Primary qHTS for delayed death inhibitors of the malarial parasite plastid, 48 hour incubation. P. falciparum luciferase growth in erythrocytes, 48 h. 310,000 tested, 5.9% active. AID 504832, 2011. Potency, µM (series often up to 28.7 µM), for inactives: at the highest dose activity change, negative = inhibition, usual class: inhibitors; also: potency is read from the fitted curve at half-maximal effect; % is scaled to controls: 0 for no effect and ±100 for the full control effect
#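 In quantitative HTS format, infected erythrocytes bearing luciferase-reporter parasites were treated for a single generation at 37 C. Luminescence after adding detection reagent served as the growth measure.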
# Shiga toxin inh – A qHTS for Small Molecule Inhibitors of Shiga Toxin. Vero cells, Shiga toxin protein synthesis inhibition reporter. inhibition, % at 38.7 µM. 290,000 tested, 9.2% active. AID 2315, 2010; in the data active = inhibition mostly above about 28%, no sharp cut-off; inactive = mostly below about 43%; also: 0% is about no effect
# Pf growth 96h – Primary qHTS for delayed death inhibitors of the malarial parasite plastid, 96 hour incubation | P. falciparum luciferase reporter growth, 96 h | Potency, µM (highest dose often 28.7 µM), for the others: at the highest dose activity change, negative = inhibition, most hits filed as inhibitors | 320,000 tested, 6.9% active; also: potency is read from the fitted curve at half-maximal effect; % is scaled to controls: 0 for no effect and ±100 for the full control effect
#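 Readout is luminescence from an integrated firefly luciferase in P. falciparum. Red cells, 2% hematocrit and 0.05% parasitemia final, were cultured with compound through two parasite generations (96 hours) at 37 C, 5% CO2.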
# An asterisk follows results filed as active; i = inactive; ? = inconclusive; · = no result given; & = joins results of further samples; [ ] = another dose, or the depositor's remark. Unless noted, calls follow the shape of the dose curve; as a rule, active = well fitted curve in the direction sought with a large enough effect; inconclusive = small, poorly fitted or top-dose-only effect, or another doubt; inactive = no such curve, though single readings can be large; an effect the other way counts as inactive or inconclusive.
1. O=C(O)c1cc(O)c2c(c1)[C@@H]([C@H]1c3cc(C(=O)O)cc(O)c3C(=O)c3c(O[C@@H]4O[C@H](CO)[C@@H](O)[C@H](O)[C@H]4O)cccc31)c1cccc(OC3O[C@H](CO)[C@@H](O)[C@H](O)[C@H]3O)c1C2=O (some centres not stated)
2. CC(=O)Nc1ccc(OC(=O)CC2SC(=O)NC2=O)cc1 (configuration not stated)
3. Cc1ccc(NC(=O)COc2ccc(/C(N)=N/O)cc2)cc1C
4. O=S(=O)(c1ccc(Cl)nc1)N1CCN(c2ncccn2)CC1
5. CSC(=NC#N)N1CCN(C(c2ccccc2)c2ccccc2)CC1
6. CCOC(=O)CCc1c(C)nc(SCc2ccc(C(=O)O)cc2)c(C#N)c1C
7. CCCc1cc(=O)oc2c3c(cc(OCC(=O)N4CCC[C@H]4C(=O)O)c12)OC(C)(C)CC3
8. COc1cccc(/C=N/NC(=O)c2ccncc2)c1OC(=O)c1ccc(Br)cc1

entry no.	1	2	3	4	5	6	7	8
HCV inhibitor	20%	18%	-7%	7%	-22%	15%	2%	?
Tb PYK inh	?	2%	1%	-11%	3%	-2%	0%	4%
CHX counter	·	-1	5	1	8	-1	-2	-3
LmPK inhibitor	·	9%	1%	5%	-2%	0%	-12%	9%
Pf growth 48h	?	·	-2%	-9%	?	5%	-24%	?
Shiga toxin inh	·	-3	84*	15	-3	-3	14	2
Pf growth 96h	23%	23%	7%	-10%	?	49%[activator]	?	?

9. Cc1nn(C(=O)c2ccc([N+](=O)[O-])cc2)c(C)c1Br
10. COc1ccccc1NC(=O)COC(=O)CCS(=O)(=O)c1ccc(C)cc1
11. CNC(=O)c1cc2cc(OC)ccc2oc1=O
12. CCCC/C(O)=C1\C(=O)CC(C)(C)CC1=Nc1ccc(OC)cc1
13. CCC1CN(S(=O)(=O)c2cc(-c3cc(C)no3)ccc2OC)c2cc(C)ccc2O1 (configuration not stated)
14. COc1ccccc1N1CCN(C(=O)C2CCN(S(=O)(=O)c3ccc(Cl)cc3)CC2)CC1
15. CCOC(=O)c1nn(-c2ccc(OCC)cc2)c(C)c1C(C)=O
16. COc1ccc(NC(=O)CSc2nnc3ccc(-c4ccccn4)nn23)c(OC)c1

entry no.	9	10	11	12	13	14	15	16
HCV inhibitor	-1%	·	15%	?	?	?	-18%	10%[8.37 µM]
Tb PYK inh	-16%	-6%	-8%	-3%	-2%	2%	9%	-5%
CHX counter	0	-5	-2	-5	7	-4	-3	·
LmPK inhibitor	2%	1%	3%	1%	-3%	3%	-7%	·
Pf growth 48h	44%[activator]	14%	·	?	10µM*	?	9%	?
Shiga toxin inh	11	-13	-8	-3	-8	21	13	·
Pf growth 96h	53%[activator]	-20%	-15%	-17%	?	?	14%	?

17. O=C1C2CC=CCC2C(=O)N1c1nc2n(n1)C(c1ccccc1)CC(c1ccccc1)N2 (configuration not stated)
18. O=C(CSc1ncn[nH]1)c1ccccc1
19. Cc1ccc2nc(SCC(=O)Nc3ccc4c(c3)OCCO4)nc(=O)n2c1
20. Cc1nc(N2CCOCC2)[nH]c(=O)c1C(O)C(Cl)(Cl)Cl (configuration not stated)
21. Cn1nnc(NC(=O)c2cccc(OCc3ccccc3)c2)n1
22. Cn1nc(C(=O)Nc2c(-c3ccccc3)nc3sccn23)c2ccccc2c1=O
23. O=C(NCC1CCCN1S(=O)(=O)c1cccs1)c1cccc([N+](=O)[O-])c1 (configuration not stated)
24. O=C(O)CCn1cc(C=C2C(=O)NC(=S)NC2=O)c(-c2cccc(Br)c2)n1

entry no.	17	18	19	20	21	22	23	24
HCV inhibitor	10%	7%	-10%	-2%	?	-8%	7%[8.37 µM]	0%
Tb PYK inh	-17%	?	2%	-2%	-6%	3%	5%	?
CHX counter	-3	17	·	1	-2	6	·	-2
LmPK inhibitor	0%	8%	·	-6%	-6%	2%	·	1%
Pf growth 48h	-14%	15%	47%[activator]	15%	?	?	-24%	33%[activator]
Shiga toxin inh	-9	52*	·	-4	15	26	·	-4
Pf growth 96h	27%	16%	53%[activator]	38%[activator]	3%	?	1%	49%[activator]

# Sorted by length of the SMILES (lowest first): 5 of the compounds above
18. O=C(CSc1ncn[nH]1)c1ccccc1
21. Cn1nnc(NC(=O)c2cccc(OCc3ccccc3)c2)n1
22. Cn1nc(C(=O)Nc2c(-c3ccccc3)nc3sccn23)c2ccccc2c1=O
23. O=C(NCC1CCCN1S(=O)(=O)c1cccs1)c1cccc([N+](=O)[O-])c1 (configuration not stated)
17. O=C1C2CC=CCC2C(=O)N1c1nc2n(n1)C(c1ccccc1)CC(c1ccccc1)N2 (configuration not stated)

entry no.	18	21	22	23	17
HCV inhibitor	7%	?	-8%	7%[8.37 µM]	10%
Tb PYK inh	?	-6%	3%	5%	-17%
CHX counter	17	-2	6	·	-3
LmPK inhibitor	8%	-6%	2%	·	0%
Pf growth 48h	15%	?	?	-24%	-14%
Shiga toxin inh	52*	15	26	·	-9
Pf growth 96h	16%	3%	?	1%	27%

# Back to the main list; the two compounds before the break are reprinted first.
23. O=C(NCC1CCCN1S(=O)(=O)c1cccs1)c1cccc([N+](=O)[O-])c1 (configuration not stated)
24. O=C(O)CCn1cc(C=C2C(=O)NC(=S)NC2=O)c(-c2cccc(Br)c2)n1
25. Cc1cc(=O)oc2cc(OCC(=O)OCc3nnc(-c4ccccc4)o3)ccc12
26. Cn1c(=O)c2ncn(CC(=O)Nc3nc(-c4ccc(Cl)cc4)cs3)c2n(C)c1=O
27. COCCNC(=O)C12CC3CC(CC(Cl)(C3)C1)C2
28. CCCSc1nc2c(=O)[nH][nH]c(=O)c2n1Cc1ccccc1
29. C=CCn1c(SCC(=O)Nc2cccc(OC)c2)nnc1-c1cccnc1
30. NC(=O)c1cc(NC(=O)CCNS(=O)(=O)c2cccc(C(F)(F)F)c2)cc(C(N)=O)c1
31. CC(C)NS(=O)(=O)c1ccc(OCC(=O)NC(C)c2ccccc2)cc1 (configuration not stated)
32. Cc1sc2nc(SCC(=O)N3CCOCC3)[nH]c(=O)c2c1C

entry no.	23	24	25	26	27	28	29	30	31	32
HCV inhibitor	7%[8.37 µM]	0%	13%&2%	?	5%	8%	-10%	7%	0%	13%
Tb PYK inh	5%	?	1%	-11%	-1%	-13%	2%	-8%	2%	-6%
CHX counter	·	-2	5	2	3	-1	19*	1	-3	-1
LmPK inhibitor	·	1%	1%	2%	1%	-1%	1%	-1%	-2%	4%
Pf growth 48h	-24%	33%[activator]	27%	-27%	-5%	-18%	0%	9%	-9%	-5%
Shiga toxin inh	·	-4	-7	-12	11	12	-48	-5	1	-5
Pf growth 96h	1%	49%[activator]	-10%	68%[activator]	14%	6%	?	47%[activator]	-35%	8%

33. CCOC(=O)C1=C(CSc2nc3c(cc2C#N)CN(C)CC3)OC(N)=C(C#N)C1c1ccccc1 (configuration not stated)
34. Cc1ccccc1NC(=O)COc1coc(CN2CCN(Cc3ccccc3)CC2)cc1=O
35. CCn1cc(CNC(=O)C2CCC(=O)N(C3CCCCCC3)C2)cn1 (configuration not stated)
36. Cc1cc2ncn(-c3nnnn3-c3ccccc3)c2cc1C
37. COc1cccc(Nc2nc3ccccc3nc2-n2nc(C)cc2C)c1
38. Cc1cc(N2C(=O)C3C4CC(c5ccccc5)C(C4)C3C2=O)no1 (configuration not stated)
39. Cc1c(Cl)cccc1-n1c(-c2cccnc2)n[nH]c1=S
40. Cn1c(CNC(=O)CNS(=O)(=O)c2ccccc2)cc(=O)n(C)c1=O

entry no.	33	34	35	36	37	38	39	40
HCV inhibitor	?	?	6%	-24%	3%	19%	-1%	2%
Tb PYK inh	-6%	1%	1%	3%	2%	-3%	7.1µM*	-3%
CHX counter	-2	·	18	-2	-1	-4	-3	8
LmPK inhibitor	-2%	·	-6%	10%	2%	8%	?	5%
Pf growth 48h	?	-11%	5%	·	·	?	3%	-1%
Shiga toxin inh	-1	·	8	1	-10	-3	-3	-10
Pf growth 96h	-27%[5.75 µM]	?	-13%	?	-110%	4%	-19%	64%[activator]

41. CCOC(=O)C1CCN(C(=S)Nc2cccc(C)c2C)CC1
42. Cc1cc(Cl)ccc1OCCCC(=O)NCc1ccncc1
43. CCC(C)NC(=O)C(=O)NC1CCCC1 (configuration not stated)
44. CCOc1cc(/C=C2\C(=O)ON=C2c2ccccc2)cc(Br)c1O
45. O=C1/C(=C/c2cccnc2)N=C2CCCCCN12
46. O=C(O)COc1c(Cl)cc(/C=C2/NC(=O)NC2=O)cc1Br
47. O=[N+]([O-])c1ccc2[nH]c3c(c2c1)CCCC3O (configuration not stated)
48. O=C(NCC1CCCO1)c1cc(-c2ccccc2)nc2ccc(Br)cc12 (configuration not stated)

entry no.	41	42	43	44	45	46	47	48
HCV inhibitor	28%	-2%	4%	-17%	21%	2%	?	?
Tb PYK inh	-17%	-4%	-7%	-19%	0%	-12%	6%	2%
CHX counter	-2	3	-2	4	-1	-4	-5	2
LmPK inhibitor	0%	-2%	-5%	1%	0%	2%	-4%	-18%
Pf growth 48h	4%	-15%	20%	16%[0.00184 µM]	6%	23%	19%	19%
Shiga toxin inh	-14	15	-8	-7	11	23	15	-31
Pf growth 96h	48%[activator]	0%	-5%	15%	10%	3%	-22%	51%[activator]

49. Cc1cccc(NC(=O)NC(=O)c2ccccc2)n1
50. COc1ccc(NC(=S)N2CCN(S(C)(=O)=O)CC2)cc1OC
51. C=CCN(CC=C)C(=S)NC(=O)/C=C/c1ccccc1
52. COc1ccc(OC)c(N/C(C)=C/C(=O)c2ccccc2)c1
53. CNc1ccccc1C(C)(C)c1cc(-c2cccc(OC)c2)no1
54. Cc1nn(-c2ccccc2)cc1C(=S)Nc1ccccc1
55. Cc1c(C(=O)N(Cc2ccc(N(C)C)cc2)CC2CCCO2)oc2ccccc12 (configuration not stated)
56. CCOc1ccc(S(=O)(=O)N2CCC(C(=O)NC3CCCC3)CC2)cc1

entry no.	49	50	51	52	53	54	55	56
HCV inhibitor	-1%	5%	3%	-11%	?	-20%	-7%	-19%
Tb PYK inh	-5%	-1%	-25%	-6%	-6%	-5%	-16%&-10%	3%
CHX counter	20	6	-1	91*	4	27*	-1	-3
LmPK inhibitor	-3%	2%	1%	0%	3%	4%	-10%	-6%
Pf growth 48h	i	-11%	-2%	126%[activator]	?	64%[activator]	-21%	?
Shiga toxin inh	74*	-10	9	27*	6	64*	14	-8
Pf growth 96h	203%[activator]	51%[activator]	-23%	11%	?	69%[activator]	4.1µM*	0%

57. C/C(=N\NC(=O)c1ccco1)c1cccc2ccccc12
58. CC12CCC(=O)N1C(C(=O)Nc1nc(-c3cc(F)ccc3F)cs1)CS2 (configuration not stated)
59. Cc1ncc(CSc2ccc(Cl)cc2)c(CO)c1O
60. Cc1ccsc1C(=O)N1CCN(c2ccccn2)CC1

entry no.	57	58	59	60
HCV inhibitor	?	?	-27%	15%
Tb PYK inh	2%	0%	2%	5%
CHX counter	8	·	-4	-1
LmPK inhibitor	0%	·	-6%	-8%
Pf growth 48h	9.3µM*	?	·	5%
Shiga toxin inh	16	·	3	·
Pf growth 96h	-21%	-27%	-9%	?

# Screening results as filed in PubChem.
